# GASC-1 inh = blocks human GASC-1 demethylase activity. Q9H3R0. GST-JMJD2C(1-420) H3K9me3 demethylation, DELFIA europium. inhibition, % at 2.35 µM. actives 0.069% (n = 330,000). AID 2099;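 active = more than half of a compound's replicate wells show inhibition beyond 50%, single wells judged on their own value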;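 also: signal counts dimethyl H3K9 product captured on neutravidin plate; 0% = median of DMSO wells and 100% = 0.3 times that DMSO median; strong numbers were not always called active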
# Target sequence (Q9H3R0 1-420 limits assumed): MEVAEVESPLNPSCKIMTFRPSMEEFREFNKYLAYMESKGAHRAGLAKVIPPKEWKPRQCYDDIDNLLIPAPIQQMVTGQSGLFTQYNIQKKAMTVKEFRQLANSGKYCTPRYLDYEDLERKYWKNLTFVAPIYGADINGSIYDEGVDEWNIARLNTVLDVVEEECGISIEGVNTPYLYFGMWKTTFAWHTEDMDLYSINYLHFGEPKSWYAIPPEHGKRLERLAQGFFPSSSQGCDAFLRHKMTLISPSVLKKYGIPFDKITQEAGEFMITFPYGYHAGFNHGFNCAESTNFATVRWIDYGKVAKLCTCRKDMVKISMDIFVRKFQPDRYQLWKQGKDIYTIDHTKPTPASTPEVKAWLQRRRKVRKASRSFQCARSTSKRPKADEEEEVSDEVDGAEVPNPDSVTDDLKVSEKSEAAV
# RPL19A-GFP yeast = alters RPL19A-GFP fluorescence in TOR pathway yeast screen | S. cerevisiae RPL19A-GFP strain, flow cytometry, 3 h; hits give low values | actives 0.3% (n = 330,000) | percent response vs DMSO, % at 10 µM;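 active = percent response vs DMSO below 50%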;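 also: median channel GFP fluorescence of the barcoded RPL19A-GFP strain; ratio of sample median GFP to plate DMSO average so 100% = DMSO; lower means less RPL19A-GFP as with rapamycin TOR inhibition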
# MEP2-GFP yeast = alters MEP2-GFP fluorescence in TOR pathway yeast screen; actives 0.51% (n = 330,000); S. cerevisiae MEP2-GFP strain, flow cytometry GFP, 3 h; 100% = DMSO control level; GFP response vs DMSO, % at 10 µM; AID 2016;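 active = GFP response versus DMSO above a set limit, roughly screen mean plus 3 SD, cut at about 180% in these data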;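 also: median GFP fluorescence of the barcode-gated MEP2-GFP cells per well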
# procasp3 activ = activates human procaspase-3; recombinant procaspase-3 D3A, Ac-DEVD-pNA absorbance 405 nm; actives 0.11% (n = 330,000); activation, % at 8.5 µM; AID 463141;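 active = activation above the mean of all tested compounds plus 3 SD, cut at about 21% in these data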;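 also: 0% = DMSO alone and 100% = DMSO wells spiked with extra 5 µM PC-3 D3A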
# Target sequence (P42574 whole entry D9A/D28A/D175A): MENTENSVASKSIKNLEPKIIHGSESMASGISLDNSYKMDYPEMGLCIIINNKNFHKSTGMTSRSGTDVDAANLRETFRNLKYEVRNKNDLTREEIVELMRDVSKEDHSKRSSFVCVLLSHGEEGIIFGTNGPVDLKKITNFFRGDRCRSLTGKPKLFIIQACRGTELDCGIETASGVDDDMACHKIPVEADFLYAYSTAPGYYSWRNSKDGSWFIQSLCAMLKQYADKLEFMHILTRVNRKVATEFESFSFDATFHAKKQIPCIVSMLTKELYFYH
#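 Technique: 405 nm absorbance of p-nitroaniline, reads at 0 and 120 min; Test system: Procaspase-3 D3A mutant; Incubation: 1 h enzyme-compound preincubation, then 2 h substrate reaction, 25 °C; Repeats: singlicate, each compound tested once; Benchmarks: low control DMSO wells, high control DMSO plus 5 µM PC-3 D3A.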
# Yeast superoxide = caloric restriction mimetics inhibiting age-related superoxide in yeast; superoxide response (% of plate mean), % at 10 µM; S. cerevisiae aged cells, superoxide DHE fluorescence; hits give low values; actives 0.18% (n = 330,000);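 active = superoxide response under a set limit, about three screen SD below normal, cut at about 65% in these data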;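 also: yeast aged for seven days with compound at 30 °C before DHE staining; 100% = average MFI of all compound-treated wells on the plate with controls excluded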
# procasp7 counter = counter-screen for procaspase-3 activators: activators of human procaspase-7 | P55210 | recombinant procaspase-7, Ac-DEVD-pNA absorbance 405 nm; D23A/D198A/D206A triple mutant, cannot self-cleave; scale: DMSO 0, 5 µM enzyme 100 | activation, % at 8.5 µM | actives 0.093% (n = 330,000);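 active = percent activation above the screen-wide mean plus 3 SD, cut at about 25% in these data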
# Target sequence (P55210 whole entry D23A/D198A/D206A): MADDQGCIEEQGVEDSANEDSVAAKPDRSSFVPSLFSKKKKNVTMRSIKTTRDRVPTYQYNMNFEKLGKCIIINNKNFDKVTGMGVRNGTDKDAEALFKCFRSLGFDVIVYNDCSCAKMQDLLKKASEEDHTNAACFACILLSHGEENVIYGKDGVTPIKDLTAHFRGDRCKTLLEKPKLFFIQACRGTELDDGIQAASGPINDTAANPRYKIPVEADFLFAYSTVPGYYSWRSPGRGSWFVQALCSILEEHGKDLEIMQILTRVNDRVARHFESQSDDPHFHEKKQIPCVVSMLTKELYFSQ
#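 buffer or medium = Zinc-free HEPES/NaCl buffer, pH 7.4 | material = Procaspase-7 triple mutant (PC-7 D3A) | input = 2 µM procaspase-7 mutant as dispensed | signal = Epi-absorbance of released pNA at 405 nm, two timepoints | timing = 1 h preincubation, 2 h reaction | replicates = singlicate compound testing | evaluation = % activation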
# LAP4 TOR yeast = alters LAP4-GFP fluorescence in TOR pathway yeast screen | actives 0.34% (n = 320,000) | S. cerevisiae LAP4-GFP multiplex, flow cytometry GFP, 3 h; median GFP as percent of DMSO wells | AID 2023 | GFP response vs DMSO, % at 10 µM;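 active = GFP response vs DMSO above a set limit, about the screen mean plus 3 SD, cut at about 150% in these data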
# AHR activator = activates the human aryl hydrocarbon receptor; actives 2.5% (n = 320,000); AHR-responsive luciferase reporter cells, luminescence; P35869; activation, % at 5 µM; in the data active = activation above about 47%;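 also: 0% = vehicle wells and 100% = reference agonist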
# Starred values were filed as active, the others as inactive; nt = no result given; & = joins results of further samples. Rows were taken by chance; overall some 3.8% were active at least once.
SMILES,GASC-1 inh,RPL19A-GFP yeast,MEP2-GFP yeast,procasp3 activ,Yeast superoxide,procasp7 counter,LAP4 TOR yeast,AHR activator
CCN(CC(=O)NC(c1ccccc1)c1ccccc1)Cc1nc2ccccc2c(=O)[nH]1,-3,96,99,-2,95,8,97,-1
CC(C)NC(=O)NC(=O)COC(=O)C1(C)CC1(Cl)Cl (stereo not given),-6,99,104,4,95,1,95,4
CCN1C(=O)S/C(=C\c2ccc(N3CCOCC3)cc2C)C1=O,0,98,101,-2,97,-12,103,0
Cc1c(C)c2ccc(OCC(=O)NCCCN3CCCC3=O)cc2oc1=O,6,96,97,3,96,-2,105,1
CC(C)CNS(=O)(=O)c1ccc(C(=O)Nc2ccc3c(c2)OCCO3)cc1,-2,96,93,0,87,7,100,3
Nc1ncc([N+](=O)[O-])c(Oc2ccccc2F)n1,4,93,96,5,96,3,95,1
O=C(CCCC(=O)N(CC(=O)NC1CCCC1)Cc1ccc2c(c1)OCO2)Nc1ccccn1,-4&2,97,169,-6,96,14,87,0
CCOc1ccc(NC(C)C(=O)N/N=C/c2ccc([N+](=O)[O-])cc2)cc1 (stereo not given),3,99,101,2,96,-3,105,0
CCOc1ccc(Nc2ccc([N+](=O)[O-])c3nonc23)cc1,8,104,110,-5,107,-14,88,17
Cc1ccc(C2SCC(=O)N2Cc2cn3ccsc3n2)o1 (stereo not given),-11,101,105,2,93,4,100,-1
COc1ccc(NC(=O)c2ccc(-n3nc(C)cc3C)cc2)cc1OC,-8,103,98,-1,90,-2,95,-2
O=C(Nc1ccncc1)c1ccc(S(=O)(=O)Nc2ccccc2)cc1,-13,95,97,1,99,8,100,10
Cc1[nH]c2ccccc2c1/C=C(\C#N)S(=O)(=O)c1ccccc1,-8,103,106,-10,81,3,100,0
CC(=O)c1ccc(NC(=O)C(C)N(C)CC(=O)Nc2ccc(N3CCOCC3)cc2)cc1 (stereo not given),7,101,102,0,98,-3,94,24
Cc1nc(Nc2ccccc2)sc1C,7,94,101,-6,123,-7,97,2
CC(=O)N/N=C(\N)c1nonc1N,-26,93,92,-4,104,1,109,0
O=C1CC(c2cccnc2)c2cc3c(cc2N1)OCCO3 (stereo not given),-20,99,97,12,104,-1,95,9
COc1cc(/C=N/NC(=S)NCCN2CCOCC2)cc(OC)c1O,2,107,101,-1,109,-9,91,2
COc1ccc(CNC(=O)c2c(O)c3ccccc3n(C)c2=O)cc1,-30,95,87,-2,101,4,82,-2
CC1(C)CC(=O)C=C(c2cc3ccccc3s2)C1,3,104,99,7,94,2,100,-8
CCc1nnc(NC(=O)[C@@H](NC(=O)c2cccc(C)c2)C(C)C)s1,-9,nt,nt,5,110,-10,nt,8
COc1ccc(/C=N/N2CCOCC2)cc1COc1ccc(Cl)cc1,8,100,103,-8,106,1,111,46
O=C(CSc1ncccn1)Nc1ccccc1,4,101,101,-4,99,6,104,9
CCOc1ccccc1N1CCN(Cc2ccc(OC)c(OC)c2)CC1,nt,103,109,-9,92,2,100,-3
CN(CCC1CCCCO1)Cc1cn(C)nc1-c1ccc2c(c1)OCCO2 (stereo not given),-5,103,102,2,130,5,92,4
O=[N+]([O-])/C(=C\Nc1ccccc1Cl)S(=O)(=O)c1ccccc1,5,103,103,-10,105,-1,101,-1
C=CCN1C(=O)C(CCCC)NC1=S (stereo not given),3,99,103,-4,95,-7,107,1
O=C(CC1C(=O)NCCN1C(=O)c1ccc([N+](=O)[O-])cc1)Nc1cccc(Cl)c1 (stereo not given),-2,101,101,2,117,-4,89,-1
Cc1noc(C)c1CC(=O)N1CCCC(C(=O)c2ccc(C(C)(C)C)cc2)C1 (stereo not given),17,106,117,4,95,6,105,9
N/C(=N\OC(=O)CCCOc1ccc(Cl)cc1Cl)c1ccccn1,-16,95,100,6,115,-2,120,-1
CCOC(=O)N1CCN(C(=O)c2ccc3nc(N4CCCCC4)sc3c2)CC1,4,103,98,0,93,7,108,3
COCCNC(=O)[C@@H]1CSC2c3ccccc3C(=O)N21 (stereo not given in full),9,108,105,nt,95,nt,96,nt
CC(NC(=O)c1ccc2c(c1)OCO2)c1ccccc1 (stereo not given),5,103,103,2,93,-2,103,13
Cc1occc1C(=O)Nc1ccc(S(N)(=O)=O)cc1,0,95,90,-1,94,5,92,1
CCOc1ccc(S(=O)(=O)N2CCNC(=O)C2)cc1,4,98,104,-2,105,6,96,-2
COCCNC(=O)c1c(N)n(CCC2=CCCCC2)c2nc3ccccc3nc12,-20,97,99,3,92,-10,97,5
N#CC1(NC(=O)Cn2cc(C(F)(F)F)ccc2=O)CCCC1,4,92,87,-2,101,3,90,0
Fc1ccc(Nc2nc(-c3ccncc3)nc3ccccc23)cc1F,6,92,99,-5,108,-6,116,37
COc1ccc(F)cc1S(=O)(=O)NCCCn1ccnc1,3,103,109,-4,108,7,89,2
Cn1cc(CC(=O)NCCCN2CCOCC2)c2ccccc21,4,104,95,-1,117,6,92,3
O=C(Nc1ccc(Cl)cc1)C(c1ccccc1)N(CCO)CCO (stereo not given),3,99,113,-4,99,3,99,2
O=C(NNC(=S)Nc1ccccc1Cl)C1CC1,11,99,101,2,93,0,89,5
CCOC(=O)C1CCCN(C(=O)C2CCN(S(=O)(=O)CC)CC2)C1 (stereo not given),-4,100,103,-5,85,1,97,-1
CN(c1ccccc1)P(=O)(N(C)c1ccccc1)N(C)c1ccccc1,-5,102,95,2,98,-3,100,2
CC1CCC(NC(=O)CC(C)(C)Cc2nc3ccccc3c(=O)[nH]2)CC1 (stereo not given),14,102,100,3,112,20,99,3
COc1ccccc1C(=O)Nc1cccc(S(=O)(=O)N2CCCC2)c1,5,99,97,0,99,0,97,21
NC(=O)C1CCN(CC(O)COCc2ccccc2Cl)CC1 (stereo not given),-5,104,106,8,101,6,98,-4
Cc1nnc(SCC(=O)N2CCc3ccccc3C2)s1,6,97,94,1,103,8,99,3
Cc1ccccc1OCC(=O)Nc1nnc(S(=O)(=O)N2CCCC2)s1,-10,98,104,11,112,7,102,-2
Cc1nc(NC(=O)c2cccs2)ccc1Br,-16,92,105,-2,108,6,87,16
C=CCNC(=S)Nc1ccc(C(N)=O)cc1,7,97,97,-3,100,2,106,-2
O=C(NCc1ccncc1)c1ccc(Br)o1,18,95,101,-3,104,4,97,2
CCCCCCCCNc1nc(Cl)nc(NCCN2CCOCC2)n1,3,113,99,-7,104,-1,100,-1
COc1cccc(OCC(=O)Nc2cc(NC(=O)COc3cccc(OC)c3)cc(C(=O)O)c2)c1,-24,102,107,0,106,-2,101,3
Cc1ccc(S(=O)(=O)NCCC(=O)NCc2cccnc2)cc1,11,100,97,8,97,-5,104,1
c1ccc(Oc2cnc3ccccc3n2)cc1,-2,98,102,14,90,-2,99,-3
COc1ccc2nc(SCC(=O)N3CCCCCC3)c(C#N)cc2c1,10,87,87,3,91,5,nt,8
Cc1nc2sc3c(c2c(=O)o1)CCCC3,1,99,98,-7,124,-9,101,12
Brc1cccc(-c2nnc3sc(CNC4CCCC4)cn23)c1,13,96,92,3,82,-1,96,15
Cc1noc(C)c1S(=O)(=O)N1CCC(C(=O)Nc2ccccn2)CC1,-5,100,101,7,92,-4,103,-1

# (next part)
SMILES,GASC-1 inh,RPL19A-GFP yeast,MEP2-GFP yeast,procasp3 activ,Yeast superoxide,procasp7 counter,LAP4 TOR yeast,AHR activator
Cc1c(C(=O)NN)nn(-c2ccc(F)cc2)c(=O)c1C#N,-12,107,113,-3,124,-8,95,9
CSc1sc(-c2ccnc(SCC(=O)C(C)(C)C)n2)c2c1C(=O)CC(C)(C)C2,5,93,95,-6,99,-1,104,4
CC(=O)Nc1cccc(NC(=O)CSc2nc(=O)n(Cc3ccccn3)c3c2CCC3)c1,-1,100,98,-2,108,6,107,6
Brc1ccc2ncnc(Nc3cccc4ccccc34)c2c1,15,89,99,10,85,0,129,59*
Cc1cc(C(F)(F)F)n2ncc(C(=O)O)c2n1,3,101,106,0,98,4,102,-2
Cc1ccc(CCN2CC(C(=O)NCCCN3CCCCC3)CC2=O)cc1 (stereo not given),4,99,105,4,96,0,95,3
C[C@@H]1CC=C[C@H]2[C@H]1C(=O)N(Cc1ccccc1)[C@H]2c1ccc(-c2cc3ccccc3s2)cc1F,6,99,95,16,96,-5,105,38
COc1cc(C(=S)N2CCOCC2)cc(OC)c1OC(=O)c1cccc(C)c1,-7,100,103,0,105,8,90,0
CCN(C(=O)CN1C(=O)NC(c2ccccc2)(c2ccc(C)c(C)c2)C1=O)C1CCCCC1 (stereo not given),9,99,100,4,86,7,98,0
CC1Cn2c(nnc2-c2cccs2)S1 (stereo not given),-2,97,100,5,118,6,101,-2
CCCS(=O)(=O)C/C(N)=N/OC(=O)c1ccc(Cl)cc1,-4,88,94,-2,109,4,108,-1
COc1ccccc1C(=O)N=c1sc2c(C)ccc(OC)c2n1C,1,94,102,0,92,8,118,62*
COc1ccc(C2(C)NC(=O)N(CC(=O)Nc3cccnc3Cl)C2=O)cc1 (stereo not given),3,100,108,2,100,5,109,-3
CCC(CC)c1nnc(NC(=O)Cc2cccs2)s1,-18,101,116,-6,108,4,105,3
NS(=O)(=O)c1ccc(CNS(=O)(=O)c2cccc3nonc23)cc1,-5,93,85,-4,91,2,96,3
COCCNc1nc(-c2ccccc2)nc2c1oc1ccccc12,2,93,88,-1,92,-1,110,89*
CC(=O)Nc1ccc(NC(=O)C(C)n2nc([N+](=O)[O-])c(Br)c2C)cc1 (stereo not given),3,99,105,-8,96,5,108,0
COc1ccc(NC(=O)NCc2ccc3c(c2)OCO3)cc1,2,105,109,11,121,-7,87,7
O=C(NC1CC2CCCC(C1)N2Cc1ccccc1)c1ccc([N+](=O)[O-])cc1 (stereo not given),-5,102,107,nt,109,nt,96,nt
CCCCN(C)c1nc(-c2ccco2)c2c(c1C#N)CC(C)(C)OC2,4,101,109,-2,90,-18,118,1
CC(C)C1Cc2nc(Cl)c(C#N)cc2CO1 (stereo not given),1,103,105,-2,96,-1,113,2

# A different layout for part of the listing above.
COc1ccccc1C(=O)Nc1cccc(S(=O)(=O)N2CCCC2)c1
  GASC-1 inh: 5; RPL19A-GFP yeast: 99; MEP2-GFP yeast: 97; procasp3 activ: 0; Yeast superoxide: 99; procasp7 counter: 0; LAP4 TOR yeast: 97; AHR activator: 21

COc1cc(/C=N/NC(=S)NCCN2CCOCC2)cc(OC)c1O
  GASC-1 inh: 2; RPL19A-GFP yeast: 107; MEP2-GFP yeast: 101; procasp3 activ: -1; Yeast superoxide: 109; procasp7 counter: -9; LAP4 TOR yeast: 91; AHR activator: 2

Cc1occc1C(=O)Nc1ccc(S(N)(=O)=O)cc1
  GASC-1 inh: 0; RPL19A-GFP yeast: 95; MEP2-GFP yeast: 90; procasp3 activ: -1; Yeast superoxide: 94; procasp7 counter: 5; LAP4 TOR yeast: 92; AHR activator: 1

CCN(CC(=O)NC(c1ccccc1)c1ccccc1)Cc1nc2ccccc2c(=O)[nH]1
  GASC-1 inh: -3; RPL19A-GFP yeast: 96; MEP2-GFP yeast: 99; procasp3 activ: -2; Yeast superoxide: 95; procasp7 counter: 8; LAP4 TOR yeast: 97; AHR activator: -1

# High-throughput results deposited in PubChem BioAssay by several laboratories.
